Source: PubChem BioAssay
TSG101-PTAP inh: blocks PTAP/TSG101 interaction to inhibit HIV-1 budding; Q99816; AID 493005; Fluorescence polarization, FITC-PTAP peptide / Tsg101 binding; Potency, µM (titrated, usually from 115 µM), for inactives: at the highest dose activity change, negative = inhibition, actives largely listed as inhibitors; 340,000 tested, under 10 active; active = well fitted inhibition curve with a large enough effect in the main read-out, with a control signal flat, not every such curve was filed as active; inconclusive = small, poorly fitted or top-dose-only effect, or effect the other way, or a change in a side signal; inactive = no such curve, though single readings can be large or run the other way; also: potency is read from the fitted curve at half-maximal effect; % of control where 0% means no effect
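Compounds were pin-transferred onto Tsg101 binding domain (10 uM final) in HEPES pH 7.5 buffer, then FITC-PTAP peptide was added at 50 nM final. After 20 min at RT, polarization reported peptide displacement across a qHTS concentration series.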
a7 integrin act: activates integrin-mediated alleviation for muscular dystrophy; Potency, µM (highest dose often 38.3 µM), for inactives: at the highest dose activation, actives largely listed as activators; alpha7betagal myoblasts, beta-gal FDG fluorescence, 48 h; 350,000 tested, 0.064% active; AID 624291;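 also: potency is read from the fitted curve at half-maximal effect; 100% = response of the positive control SU9516; nearly all actives have a fitted effect of over 60% in size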
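Alpha7betagal+/- myoblasts (passage 13) were plated 16-24 hr, then exposed to compounds (1:260 dilution of DMSO stock) for 48 hours at 37C. After MPER lysis, β-galactosidase reporter activity was read as FDG fluorescence (ex 480/em 540) after 30 minutes.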
Mito fusion act: mitochondrial division inhibition or fusion activation. S. cerevisiae fusion-defective mutant growth rescue, CellTiterGlo 48 h. Potency, µM (top dose mostly 46.1 µM), for inactives: top-dose growth rescue (activation), usual class: activators. 320,000 tested, 0.23% active. AID 485298;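 also: potency is read from the fitted curve at half-maximal effect; % of control where 0% means no effect; nearly all actives have a fitted effect of over 45% in size; temperature-sensitive fusion mutants such as fzo1-1 at 37 °C on non-fermentable ethanol glycerol medium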
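Luminescent cell viability in 1536-well qHTS format served as the measure of rescued growth in ts fusion-mutant S. cerevisiae cultured on non-fermentable YPEG for 48 hours at 37C.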
MBNL1-CUG inh: MBNL1-poly(CUG) RNA binding inhibition | Q9NR56 | TR-FRET MBNL1-His/biotin-(CUG)12 binding, 665/545 ratio | Potency, µM (series often up to 57.5 µM), for inactives: at the top dose activity change, negative = inhibition, actives largely listed as inhibitors | 280,000 tested, 0.036% active; active = well fitted inhibition curve with a large enough effect in the signal ratio, with a control signal flat, not every such curve was filed as active; inconclusive = small, poorly fitted or top-dose-only effect, or effect the other way, or a change in a side signal; inactive = no such curve, though single readings can be large or run the other way; the % refers to the signal ratio; also: potency is read from the fitted curve at half-maximal effect; % is scaled to controls: 0 for no effect and ±100 for the full control effect
Target sequence (Q9NR56 whole entry, looked up): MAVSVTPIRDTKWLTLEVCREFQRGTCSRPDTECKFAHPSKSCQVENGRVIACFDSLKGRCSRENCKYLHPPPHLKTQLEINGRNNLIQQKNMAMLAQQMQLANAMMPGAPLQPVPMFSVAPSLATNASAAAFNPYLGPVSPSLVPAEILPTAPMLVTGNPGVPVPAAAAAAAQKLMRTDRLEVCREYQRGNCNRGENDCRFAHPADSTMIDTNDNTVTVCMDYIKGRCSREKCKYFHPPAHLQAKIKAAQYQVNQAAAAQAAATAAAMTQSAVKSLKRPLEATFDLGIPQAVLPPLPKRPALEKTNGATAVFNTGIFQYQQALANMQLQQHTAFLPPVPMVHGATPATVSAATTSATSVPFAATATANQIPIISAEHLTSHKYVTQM
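Inhibition of protein-RNA binding appears as loss of TR-FRET between terbium anti-His antibody on MBNL1-His and streptavidin-XL665 on biotin-(CUG)12. Activity is normalized to buffer-only and uninhibited-complex controls.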
TCR act: activates T cell receptor signaling | AID 504894 | Potency, µM (series often up to 9.22 µM), for the others: at the highest dose activation of IL-2 secretion, usual class: activators | 330,000 tested, under 10 active | primary human leukocytes, anti-CD3, IL-2 HTRF, 48 h; also: % of control where 0% means no effect
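Primary human leukocytes were stimulated with a-CD3 beads plus compounds for 48 hr without co-stimulation; secreted IL-2 was quantified by HTRF using a-IL-2-K (europium cryptate) and a-IL-2-d2, excited at 320nm with acceptor emission read at 665nm.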
A-T KAP1 phos: potential ataxia-telangiectasia treatment; […] A-T fibroblasts, KAP-1 phosphorylation AlphaLISA; neocarzinostatin DNA damage 30 min before lysis; Potency, µM (highest dose often 57.5 µM), without a hit: at the highest dose activation, most hits filed as activators; 320,000 tested, 0.19% active; also: potency is read from the fitted curve at half-maximal effect; % of control where 0% means no effect; nearly all actives have a fitted effect of over 45% in size
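ATM-like activity read as KAP-1 phosphorylation via AlphaLISA donor/acceptor antibody pairs after lysis and 6 hr at 25C. Cells were ATM-null patient fibroblasts ([…], hTERT), dosed 60 min, then exposed to the DSB inducer NCS for 30 min.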
TSHR antagonist: blocks TSH signaling through the human TSH receptor; TSHR-expressing cells, TSH-stimulated cAMP HTRF, 2 h; active compounds read low; 330,000 tested, 0.2% active; P16473; activity change, negative = inhibition, % at 11.5 µM;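 active = activity change below a set negative limit, meaning inhibition stronger than a set level, cut at about -70% in these data; inconclusive = activity change between two set negative limits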; also: % is scaled to controls: 0 for no effect and ±100 for the full control effect
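Inhibition of cAMP made by TSHR-expressing cells under TSH stimulation (4nM final, EC80; 2 h, 37 deg C) is quantified with a one-step lysis HTRF kit, anti-cAMP cryptate versus cAMP-d2.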
ASM inhibitor: human S-ASM enzyme inhibition; P17405; Potency, µM (titrated, usually from 57.5 µM), for inactives: at the top dose activity change, negative = inhibition, most hits filed as inhibitors; placental ASM, HMU-PC fluorogenic substrate, 60 min; 340,000 tested, 0.006% active; also: potency is read from the fitted curve at half-maximal effect
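Steps: dispense placental human ASM, pin compound, wait 10 min at room temperature, add HMU-PC0 substrate at 9 uM final, incubate 60 min at 37 °C, add stop solution raising pH to 10, read fluorescence.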
CXXC DNA block: MLL CXXC-DNA interaction inhibition | Potency, µM (doses to about 115 µM), without a hit: top-dose activity change, negative = inhibition, most hits filed as inhibitors | AID 2662 | 290,000 tested, 0.037% active | MLL-CXXC / FITC-HOXA9 DNA fluorescence polarization; active = well fitted inhibition curve with a large enough effect in the polarisation, with a control signal flat, not every such curve was filed as active; inconclusive = small, poorly fitted or top-dose-only effect, or effect the other way, or a change in a side signal; inactive = no such curve, though single readings can be large or run the other way; the % refers to the polarisation; also: potency is read from the fitted curve at half-maximal effect
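Fluorescence polarization: 7 uM MLL-CXXC (stock) preincubated 5 min with compounds, then 50 nM fluorescein-HOX-A9 DNA (stock) added; 30 min ambient. Buffer 50 mM Tris-HCl pH 7.5, 50 mM NaCl, 1 mM DTT, 0.05% BSA.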
Menin MLL FP TR: menin-MLL binding inhibition, Texas Red mutant peptide; O00255; Menin + Texas Red MLL mutant peptide, fluorescence polarization; Potency, µM (highest dose often 61.6 µM), without a hit: top-dose FP activity change, negative = inhibition, hits mostly inhibitors; 270,000 tested, 0.23% active; AID 1768; active = well fitted inhibition curve with a large enough effect in the polarisation, with a control signal flat, not every such curve was filed as active; inconclusive = small, poorly fitted or top-dose-only effect, or effect the other way, or a change in a side signal; inactive = no such curve, though single readings can be large or run the other way; the % refers to the polarisation; also: potency is read from the fitted curve at half-maximal effect; % of control where 0% means no effect; many of its hits are not listed in these tables
Target sequence (O00255 whole entry, looked up): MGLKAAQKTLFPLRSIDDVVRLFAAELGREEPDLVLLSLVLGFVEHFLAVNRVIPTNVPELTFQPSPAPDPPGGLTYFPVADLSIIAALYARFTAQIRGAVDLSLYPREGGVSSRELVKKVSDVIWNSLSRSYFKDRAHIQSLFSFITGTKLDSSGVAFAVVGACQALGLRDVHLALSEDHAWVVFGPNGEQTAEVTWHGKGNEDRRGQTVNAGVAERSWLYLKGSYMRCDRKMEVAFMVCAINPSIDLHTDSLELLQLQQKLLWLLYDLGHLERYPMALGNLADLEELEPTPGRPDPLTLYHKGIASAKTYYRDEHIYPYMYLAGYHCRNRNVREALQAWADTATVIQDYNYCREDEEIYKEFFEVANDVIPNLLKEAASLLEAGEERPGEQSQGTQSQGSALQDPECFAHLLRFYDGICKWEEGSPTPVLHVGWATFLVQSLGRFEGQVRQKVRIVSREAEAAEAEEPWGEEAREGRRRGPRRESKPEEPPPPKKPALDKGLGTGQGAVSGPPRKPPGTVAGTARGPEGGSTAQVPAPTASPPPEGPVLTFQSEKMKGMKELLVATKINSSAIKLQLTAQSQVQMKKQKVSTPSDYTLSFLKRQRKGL
The depositor's hits bear a star; ? = inconclusive; . = no result given; [ ] = another dose, or the depositor's remark. Unless noted, calls follow the shape of the dose curve; as a rule, active = well fitted curve in the direction sought with a large enough effect; inconclusive = small, poorly fitted or top-dose-only effect, or another doubt; inactive = no such curve, though single readings can be large; an effect the other way counts as inactive or inconclusive. Some of the compounds tested; count on the stated rates, not on these rows.

SMILES	TSG101-PTAP inh	a7 integrin act	Mito fusion act	MBNL1-CUG inh	TCR act	A-T KAP1 phos	TSHR antagonist	ASM inhibitor	CXXC DNA block	Menin MLL FP TR
Cc1cc(CNC(=O)CC2C(=O)NCCN2CC(c2ccccc2)c2ccccc2)on1 (configuration not stated)	0.8%	-16.3%	2.2%	12.2%	-4.2%	4.1%	-13.3	1.4%	-5.7%	-0.7%
O=C(N/N=C/c1cccc([N+](=O)[O-])c1)C1CC(=O)N(c2ccc(Br)cc2)C1 (configuration not stated)	-1.2%	-22.8%	-2.0%	27.7%	1.7%[46.1 µM]	3.3%	2.2	-22.6%	9.8%	14.9%
COc1ccc(C(=O)Nc2cccc(C(=O)N3CCCCC3)c2)cc1	.	-1.0%	0.8%	-6.2%	2.6%	5.3%	-10.6	-0.7%	-7.9%	.
COc1ccccc1N(CC(=O)NC1CCCCC1C)S(=O)(=O)c1cccs1 (configuration not stated)	-0.8%	18.0%	.	.	3.5%	-0.4%	-8.1	3.6%	.	.
CCS(=O)c1scc(-c2ccc(Cl)cc2)c1C#N (configuration not stated)	-2.7%	-17.8%	0.3%	.	-3.6%	-3.0%	2.2	1.4%	1.7%	.
O=C(c1cc2ccccc2cc1O)N1CCN(c2ccc([N+](=O)[O-])cc2)CC1	-0.5%	-1.6%	29.4%	.	-4.0%	6.0%	-11.8	.	.	.
CCC1(c2ccccc2)NC(=O)N(CC(=O)Nc2ccc(N3CCCC3)cc2C)C1=O (configuration not stated)	-3.2%	-8.5%	-1.6%	.	5.7%	-2.8%	7.9	-4.8%	.	.
CCCCCCCOc1ccc(OC(=O)c2cccnc2)cc1	-4.6%	-17.6%	-9.5%	1.6%	1.5%	6.7%	-9.6	6.0%	-2.9%	-1.6%
COc1cccc(-c2nc(CS(=O)(=O)CC(=O)NC3CCCCC3C)c(C)o2)c1 (configuration not stated)	-5.0%	-23.8%	12.3%	-4.3%	4.3%	3.8%	2.3	17.7%	-0.6%	-19.9%
O=C(NCc1ccccn1)c1cc2n(n1)C(C(F)(F)F)CC(c1ccco1)N2 (configuration not stated)	-1.5%	-32.6%	-3.0%	1.4%	2.0%	3.2%	-11.8	2.9%	16.5%	6.6%
CCN(CC)P(=O)(Nc1ccc(C)cc1Br)c1ccc(N(C)C)cc1NC(=O)c1ccco1 (configuration not stated)	-0.1%	9.3%	-1.2%	-5.9%	-3.9%	3.4%	27.4	?	12.4%	?
COc1ccc(CNC(=O)C(c2ccccc2F)N(C(=O)c2csnn2)C2CC2)cc1 (configuration not stated)	-1.2%	5.4%	-12.6%	-10.3%	7.2%	10.6%	42.4	4.2%[11.5 µM]	-7.3%	-16.0%
COc1ccc(OC)c(S(=O)(=O)N2CCN(CC(O)COc3ccccc3)CC2)c1 (configuration not stated)	0.4%	-7.4%	1.0%	-5.3%	-13.3%	-2.1%	7.8	-2.3%	4.7%	?
O=C(NC(=S)Nc1cc(Cl)ccc1O)c1cccc(Br)c1	-8.9%	-20.2%	-7.0%	2.1%	2.0%	5.4%	20.9	-0.6%	?	?
COc1ccc(S(=O)(=O)NCC2CCCO2)cc1C(=O)O (configuration not stated)	-2.5%	15.9%	5.9%	-3.7%	-2.5%	-2.3%	-4.6	3.8%	-11.2%	0.2%
CN1CCN(NC(=O)Nc2ccc([N+](=O)[O-])cc2)CC1	-1.5%	22.4%	-1.0%	-6.6%	0.4%	11.7%	12.8	-0.5%	-4.4%	.
CC(C(=O)NC1CCCc2ccccc21)N1C(=O)C2CCCCC2C1=O (configuration not stated)	-4.6%	0.0%	-0.9%	.	-2.9%	5.2%	4.7	-0.8%	.	.
Cc1ccc(C)c(OCC(=O)Nc2ccc(C(=O)O)cc2NC(=O)COc2cc(C)ccc2C)c1	0.7%	7.1%	7.8%	-3.6%	-3.8%	?	-4.4	12.6%	11.0%	?
CCOc1cc(C(C(=O)NCC2CCCO2)N(C(=O)Cn2nnc3ccccc32)c2cccc(OC)c2)ccc1O (configuration not stated)	-3.3%	8.6%	-7.2%	-3.1%	-1.0%	-1.8%	-2.2	3.7%	4.9%	-1.6%
CCOc1ccccc1NC(=O)NC(C)c1ccc2c(c1)OCO2 (configuration not stated)	.	.	-1.3%	-6.0%	.	-3.1%	35.0	.	-4.0%	10.3%
Nc1nnc(CCC2CCCCC2)s1	0.1%	-11.8%	8.9%	0.0%	.	9.8%	-39.6	6.5%	-2.1%	-0.5%
C[C@@H]1C(=O)O[C@H]2[C@H](O)[C@@]34[C@H]5C[C@@H](C(C)(C)C)[C@]36[C@@H](OC(=O)[C@@H]6O)O[C@@]4(C(=O)O5)[C@@]12O	-4.0%	0.7%	-7.9%	-5.1%	-0.6%	-0.3%	1.0	0.2%	7.2%	-0.1%
Cc1cc(Cc2cc(C)c(N)cc2C)c(C)cc1N	-4.6%	?	8.0%	-5.0%	0.4%	0.0%	9.9	6.7%	-0.7%	-13.5%
CCOc1cc(Cl)c(S(=O)(=O)NCCCn2ccnc2)cc1Cl	0.5%	-46.7%[inhibitor]	-0.6%	-22.1%	5.4%	-14.5%	-8.9	-0.1%	12.3%	7.9%
O=C(CCS(=O)(=O)c1ccc(F)cc1)Nc1nnc(-c2cccs2)o1	-2.6%	-44.1%	7.5%	.	1.4%	2.6%	-4.4	.	.	.
Next compounds
SMILES	TSG101-PTAP inh	a7 integrin act	Mito fusion act	MBNL1-CUG inh	TCR act	A-T KAP1 phos	TSHR antagonist	ASM inhibitor	CXXC DNA block	Menin MLL FP TR
O=C(/C(=C/c1ccc(Cl)cc1)c1nc2ccccc2[nH]1)c1cccs1	0.0%	?	0.1%	1.2%	4.2%	3.55µM*	16.0	-13.5%	3.0%	.
Cc1ccc(C)c(S(=O)(=O)NCC(c2ccc3c(c2)OCO3)N2CCOCC2)c1 (configuration not stated)	2.3%	27.5%	0.6%	.	-10.2%	-20.2%	11.4	.	.	.
CCOc1ccc(NC(=O)CC2C(=O)N(c3cccc(OC)c3)C(=O)N2C(C)C)cc1 (configuration not stated)	-6.2%	18.4%	-11.0%	-0.9%	5.2%	-1.0%	14.6	-1.4%	-6.3%	6.3%
CC(=O)c1cc2c(cc1NS(=O)(=O)c1ccc(C)cc1)OCO2	-5.3%	-6.9%	-0.7%	3.1%	4.9%	2.9%	-22.4	0.6%	0.8%	-2.0%
O=C(COC(=O)c1cc(=O)[nH]c2ccccc12)NC1CCCCC1	-1.0%	-15.8%	.	.	-8.2%	-29.8%	1.5	20.3%	.	.
Cc1ccc(NC(=O)Cn2ccc([N+](=O)[O-])n2)cc1C	-3.0%	-2.4%	-3.5%	15.8%	-7.6%	4.1%	-3.5	-5.5%	0.7%	28.8%
COc1ccc(C(=O)O/N=C(\N)c2ccc(OC)c(OC)c2)cc1	-9.8%	?	-19.1%	-4.9%	-2.0%	1.4%	-9.0	0.2%	9.7%	2.9%
COc1ccccc1Oc1cn[nH]c1-c1ccc(O)cc1O	0.3%	14.2%	-14.2%	3.5%	-2.1%	2.9%	-1.7	4.0%	?	25.2%
Cc1ccc(S(=O)(=O)NC2=NCN(CCOC(=O)c3ccc([N+](=O)[O-])cc3)CN2)cc1	-7.4%	-0.4%	0.3%	?	-1.1%	4.9%	21.2	-1.0%	-7.5%	11.6%
COc1cccc(C2C(C#N)=C(N)Oc3cc(C)n(Cc4ccccn4)c(=O)c32)c1OC (configuration not stated)	0.7%	-17.7%	-0.4%	0.6%	2.7%	2.0%	13.7	-0.3%	3.4%	-5.5%
COc1cc(N)c2ncccc2c1Br	-10.5%	?	.	.	3.0%	.	.	2.3%	.	.
NC(=O)c1nc(-c2ccccc2)c(-c2ccccc2)[nH]c1=O	-2.8%	34.2%	.	.	0.7%	.	.	6.2%	.	.
CCOC(=O)c1c(C)oc2c1c(C(c1cccnc1)N1CCCCC1)c(O)c1ccccc12 (configuration not stated)	-2.5%	-19.4%	-3.9%	5.5%	-1.7%	6.5%	6.5	9.9%	12.1%	.

Single values from above.
Entry for `Cc1ccc(C)c(S(=O)(=O)NCC(c2ccc3c(c2)OCO3)N2CCOCC2)c1` (configuration not stated) under A-T KAP1 phos: -20.2%
Entry for `COc1cccc(C2C(C#N)=C(N)Oc3cc(C)n(Cc4ccccn4)c(=O)c32)c1OC` (configuration not stated) under a7 integrin act: -17.7%
